DDE Tn6 FP inh: inhibitors of Tn6 peptide binding to fibrin DD(E), primary screen, biochemical, fluorescence polarization, human fibrin, Tn6 probe. Fibrinogen beta chain (Homo sapiens), P02675. Fibrin DD(E) TRITC-Tn6 fluorescence polarization displacement. inhibition, % at 8.3 µM. 370,000 tested, 0.21% active. AID 720509, 2013;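 active = inhibition above a per-campaign cutoff: mean of compounds within control limits plus 3 SD, cut at about 15% in these data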;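 also: 0% = median of all compound wells on the plate and 100% = blocking peptide control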
Target sequence (P02675 whole entry, looked up): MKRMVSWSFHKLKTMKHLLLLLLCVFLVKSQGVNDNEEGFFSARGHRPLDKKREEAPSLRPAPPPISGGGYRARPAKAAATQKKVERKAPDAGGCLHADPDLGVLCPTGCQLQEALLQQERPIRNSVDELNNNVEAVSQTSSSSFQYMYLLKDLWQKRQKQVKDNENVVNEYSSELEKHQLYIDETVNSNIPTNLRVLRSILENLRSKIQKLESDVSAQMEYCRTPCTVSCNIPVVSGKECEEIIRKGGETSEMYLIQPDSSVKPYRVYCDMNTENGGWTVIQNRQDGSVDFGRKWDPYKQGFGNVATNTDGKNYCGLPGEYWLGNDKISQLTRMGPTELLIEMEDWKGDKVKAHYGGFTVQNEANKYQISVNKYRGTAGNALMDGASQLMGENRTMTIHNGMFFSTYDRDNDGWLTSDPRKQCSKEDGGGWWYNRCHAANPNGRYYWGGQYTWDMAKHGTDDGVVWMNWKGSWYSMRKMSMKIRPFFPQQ
PLC-gamma1 inh: PLC-gamma1 enzyme inhibitors, primary screen, biochemical, fluorescence, purified enzyme; 1-phosphatidylinositol 4,5-bisphosphate phosphodiesterase gamma-1 (Homo sapiens), P19174; fluorogenic substrate; inhibition, % at 12.2 µM; 370,000 tested, 0.84% active; AID 720700, 2013; in the data active = inhibition above about 9.5%
ADAM10 inh: human ADAM10 inhibitors, primary screen, biochemical, QFRET, HTS; recombinant ADAM10, EDANS/DABCYL FRET peptide cleavage, 3 h; inhibition, % at 7 µM; 370,000 tested, 0.62% active; AID 720582, 2013;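 active = inhibition above a per-campaign cutoff equal to the mean of compounds falling between control-based bounds plus 3 SD, cut at about 20% in these data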;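 also: 0% = DMSO wells while the 100% control is not disclosed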
Tn7 DDE FP: inhibitors of Tn7 peptide binding to fibrin DD(E), primary screen, biochemical, fluorescence polarization, human fibrin, Tn7 probe; FP displacement of FITC-Tn7 peptide from fibrin DD(E); 0% = median of compound wells per plate; inhibition, % at 8.3 µM; 370,000 tested, 0.13% active; AID 720508, 2013;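 active = inhibition above the mean of compounds falling within the control limits plus 3 SD of them, cut at about 14% in these data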;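 also: 0% = plate median of compound wells and 100% = 10 µM Aha-Tn7 peptide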
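System: human fibrin DD(E); quantity: Fibrin-DD(E) at 2 µM final; also added: fluorescent Tn7 probe at 0.1 µM; compound dosing: single nominal test concentration of 8.3 µM per compound; schedule: 10 min preincubation, 3 h with tracer, room temperature; detection: fluorescence polarization of the labelled Tn7 tracer; repeats: one replicate per compound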
ADAM17 inh: ADAM17 inhibitors, primary screen, biochemical, QFRET; inhibition, % at 6.95 µM; Disintegrin and metalloproteinase domain-containing protein 17 (Homo sapiens), P78536; 370,000 tested, 0.83% active; recombinant ADAM17, EDANS/DABCYL FRET peptide cleavage;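 active = inhibition above the mean of compounds lying between control limits plus 3 SD, set per campaign, cut at about 8.5% in these data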;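 also: 0% = DMSO-only wells as the low control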
ARFGAP1 inh: inhibitors of rat ARFGAP1 GAP activity, primary screen, biochemical, fluorescence polarization, GDP tracer; 360,000 tested, 0.26% active; inhibition, % at 16.5 µM; Arfgap1-stimulated ARF1 GTP hydrolysis, GDP FP detection;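 active = inhibition above a per-plate limit, mean inhibition of low control wells plus 3 SD, cut at about 25% in these data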;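 also: 0% = DMSO wells with enzyme and 100% = wells lacking Arfgap1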
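Material – truncated rat Arfgap1 GAP domain · Buffer or medium – HEPES-based buffer, pH 7.5 · Reagent – human ARF1(Δ1-17)-GTP substrate · Dosing – 16.5 µM single point, 1.26% DMSO · Schedule – GTP hydrolysis reaction 2 h at 25 °C · Technique – GDP detection by fluorescence polarization · Benchmarks – No-Arfgap1 wells (100%) versus DMSO full-reaction wells (0%) · Repeats – single replicate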
ASAP1 inh: inhibitors of human ASAP1 ArfGAP activity, primary screen, biochemical, fluorescence polarization; Arf-GAP with SH3 domain, ANK repeat and PH domain-containing protein 1 (Homo sapiens), …; ASAP1-stimulated ARF1 GTP hydrolysis, GDP FP detection; inhibition, % at 16.5 µM; 360,000 tested, 0.19% active; AID 624377, 2012; in the data active = inhibition above about 25%;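 also: 0% = vehicle with enzyme and substrate and 100% = no enzyme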
LEDGF integ inh: blockers of LEDGF/p75-dependent integrase strand transfer – biochemical, TR-FRET, high throughput, primary screen; HIV-1 integrase (with human LEDGF/p75); TR-FRET IN-LEDGF/p75 DNA integration, Eu/Cy5; inhibition, % at 3.7 µM; 370,000 tested, 0.64% active; AID 743269, 2014;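 active = inhibition above the screen-wide mean plus 3 SD, cut at about 13% in these data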;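 also: signal is the Cy5 over europium emission ratio at 671 and 618 nm; 0% = plate median of compound wells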
TDP2 inh: human TDP2 enzyme inhibitors, primary screen, biochemical, epi absorbance, recombinant enzyme. inhibition, % at 12.8 µM. 370,000 tested, 0.34% active. T5PNP hydrolysis, p-nitrophenol absorbance 415 nm;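 active = inhibition above the mean of all tested compounds plus 3 SD, set per campaign, cut at about 25% in these data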;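 also: 0% = DMSO with enzyme and 100% = buffer with substrate but no TDP2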
Target sequence (O95551 whole entry, looked up): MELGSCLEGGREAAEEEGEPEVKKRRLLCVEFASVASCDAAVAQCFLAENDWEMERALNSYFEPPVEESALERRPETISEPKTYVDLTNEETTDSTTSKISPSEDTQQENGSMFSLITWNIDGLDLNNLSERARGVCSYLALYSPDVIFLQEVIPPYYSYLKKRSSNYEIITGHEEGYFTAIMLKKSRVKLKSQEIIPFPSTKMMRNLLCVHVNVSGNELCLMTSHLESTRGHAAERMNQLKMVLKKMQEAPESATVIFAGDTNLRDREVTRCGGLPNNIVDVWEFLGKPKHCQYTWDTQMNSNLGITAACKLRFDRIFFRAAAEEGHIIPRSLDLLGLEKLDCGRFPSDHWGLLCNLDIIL
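System – recombinant human TDP2 · Quantity – TDP2 enzyme at 120 nM final · Doses – single concentration, 12.8 µM nominal, with 1% DMSO · Incubation – 2 h at 37 °C · Measured by – epi absorbance of p-nitrophenol freed from T5PNP by hydrolysis · Read-out – % inhibition relative to enzyme-containing and enzyme-free wells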
KLK7 zymogen act: proKLK7 zymogen activators, primary screen, biochemical, fluorescence intensity; Kallikrein-7 (Homo sapiens), P49862; purified proKLK7, EDANS-DABCYL substrate fluorescence; 100% is mature enzyme control, 0% vehicle; activation, % at 7 µM; 370,000 tested, 0.9% active; AID 652039, 2013;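 active = activation above the mean of all tested compounds plus 3 SD, computed per campaign excluding outliers beyond control limits, cut at about 13% in these data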
Target sequence (P49862 whole entry, looked up): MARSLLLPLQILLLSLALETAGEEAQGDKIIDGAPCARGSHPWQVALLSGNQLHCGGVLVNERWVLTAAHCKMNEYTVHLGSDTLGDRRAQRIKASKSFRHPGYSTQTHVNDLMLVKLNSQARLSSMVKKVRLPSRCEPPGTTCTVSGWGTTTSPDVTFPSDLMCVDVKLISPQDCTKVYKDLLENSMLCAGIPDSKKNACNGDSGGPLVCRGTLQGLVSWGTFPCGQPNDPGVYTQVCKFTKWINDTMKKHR
Starred values were filed as active, the others as inactive; i = inactive; . = no result given.

SMILES	DDE Tn6 FP inh	PLC-gamma1 inh	ADAM10 inh	Tn7 DDE FP	ADAM17 inh	ARFGAP1 inh	ASAP1 inh	LEDGF integ inh	TDP2 inh	KLK7 zymogen act
CCCc1ccc(-c2cc(C(=O)NN3CCOCC3)c3ccccc3n2)cc1	1	1	-16	-8	-4	-11	10	0	3	-0.1
O=[N+]([O-])c1ccc(/C([O-])=C(/C(=S)Nc2ccccc2F)[n+]2ccccc2)cc1	5	-5	-3	1	-3	2	4	-2	2	0.1
CC1(C)N([O-])C(c2ccccc2)=C[N+](=O)C1(C)C	-11	10*	-8	-5	1	24	1	-2	-12	-0.4
COC(=O)CCCCCc1ccc(C(C)=O)s1	-7	0	6	3	-3	2	3	-1	-1	0.3
O=C(Nc1ccc(Nc2ccncc2)cc1)c1ccc([N+](=O)[O-])cc1	-2	5	3	7	-1	-14	17	-1	6	-0.3
CCOC(=O)c1cn2nc(Oc3ccc(OC)cc3)ccc2n1	1	0	-5	-2	-1	-5	8	-2	4	0.1
Clc1ccc(-c2ccc(-c3nn4c(-c5ccco5)nnc4s3)o2)cc1	-8	-66	i	-2	-218	3	-7	6	8	0.2
Cc1ccc(CNC(=O)c2cc3c(-c4ccc(Cl)cc4)nn(C)c3s2)o1	-6	-39	-94	-1	-26	15	4	1	-6	0.0
O=C1/C(=C/c2ccccc2)CCCc2ccccc21	-12	-1	-14	-2	-5	1	1	1	-10	0.5
CC(C)N(Cc1ccccc1)C(=O)COC(=O)c1c(F)cccc1F	0	0	2	3	-6	-2	-12	-4	-6	0.8
Cc1ccc(C)c(NS(=O)(=O)c2ccc(-c3coc(C)n3)cc2)c1	0	-3	6	2	-3	-4	11	-3	5	0.2
O=C(O)CCc1ccc(-c2ccc(Br)cc2)n1Cc1ccco1	0	-25	-57	-1	-25	-2	-15	1	1	0.0
CCCCN1C(=O)C2NN=C(C(=O)OCC)C2C1=O (stereo not drawn)	9	-5	0	3	-2	-3	-7	-2	-2	-0.3
Cc1ccc(S(=O)(=O)Nc2nc3ccc(N)cc3s2)cc1	1	-3	-7	-1	-6	-2	7	-3	5	-0.1
C/C(=N\NC(=S)Nc1cccc(C)c1)c1cccc(N)c1	2	-8	-7	-3	-2	-4	-9	0	12	-0.6
Cc1ccc(OCCN(C)C(=O)CC2C(=O)NCCN2CC(C)(C)C)cc1 (stereo not drawn)	8	-17	-18	-1	-5	-16	2	1	-2	0.8
CCOC(=O)c1ccc(NC(=O)c2nc[nH]c2C(=O)NC[C@@H](C)O)cc1	1	-1	1	-5	2	6	9	2	-4	0.6
COc1ccc(NC(=O)c2nc(S(=O)(=O)Cc3cccc(C)c3)ncc2Cl)c(OC)c1	3	2	2	4	-4	2	6	3	12	0.1
COC(=O)C1CCN(C(=O)CSc2nnc(-c3ccncc3)o2)CC1	2	-1	-13	1	-6	9	-3	2	4	-0.5
COc1cccc2cc(S(=O)(=O)c3ccc(C)cc3)/c(=N/NS(=O)(=O)c3ccc(C)cc3)oc12	-5	2	3	5	-1	2	-7	-4	8	0.1
CC(C)c1nn(-c2cc(C(F)(F)F)ccn2)c(=O)o1	3	0	-4	-2	-2	-4	-4	2	17	0.1
CC1C(=O)N(Cc2cn(CCC3OCCCO3)nn2)CCS(=O)(=O)N1Cc1ccc(-c2ccc(F)cc2)cc1 (stereo not drawn)	5	0	-8	-3	3	4	4	0	-1	-0.1
O=S(=O)(Nc1cccnc1)c1ccc(Cl)c(C(F)(F)F)c1	1	2	7	4	0	14	7	3	9	0.2
COc1cc(C(C(=O)NC2CCCCC2)N(C(=O)c2snc(C(N)=O)c2N)c2ccc(C)cc2)ccc1O (stereo not drawn)	-7	-55	-171	5	-82	7	2	0	15	-5.5
CCNC(=O)COC(=O)CNC(=O)c1cc(Cl)cc([N+](=O)[O-])c1	6	5	1	-10	3	6	5	3	-11	-0.2
Next entries.
SMILES	DDE Tn6 FP inh	PLC-gamma1 inh	ADAM10 inh	Tn7 DDE FP	ADAM17 inh	ARFGAP1 inh	ASAP1 inh	LEDGF integ inh	TDP2 inh	KLK7 zymogen act
CC(=O)c1ccc(S(=O)(=O)N2CCN(CCOc3ccc(Br)cc3)CC2)cc1	3	2	2	-1	6	7	-4	2	-6	0.6
COc1ccc(-c2nc(NC(=O)c3n[nH]c(=O)c4ccccc34)sc2C)cc1	-1	0	0	-1	0	3	6	-2	1	-0.1
Cc1ccc(C)c(C(C)NC(=O)CC#N)c1 (stereo not drawn)	-3	1	-8	-3	-4	-3	6	1	1	0.0
CCN1CCN(C(c2cccs2)C(C)NC(=O)c2ccccc2OC)CC1 (stereo not drawn)	5	1	-7	6	0	-4	-11	0	-6	1.1
COc1ccc2[nH]c3c(=O)n(CCCCC(=O)NCCC(C)C)c(=S)[nH]c3c2c1	-1	1	-31	2	-9	10	9	-3	-4	-0.3
Cc1ccc(C)c(C(O)c2ncc(-c3ccccc3F)[nH]2)c1 (stereo not drawn)	7	2	-5	5	-3	-14	0	-3	3	-0.1
O=C(CCCSc1nc2ccccc2[nH]1)Nc1nnc(C2CC2)s1	1	0	-5	-9	2	10	0	1	-1	-0.3
O=C(Nc1ccc(F)cc1)OCCN1CCCC12CCC(c1ccccc1)CC2 (stereo not drawn)	0	4	-5	4	-7	.	.	-1	-3	.
O=C(NNC(=S)Nc1ccc(Br)cc1Cl)c1ccco1	6	2	8	0	3	9	-2	-1	12	0.2
Cn1c(CC(=O)Nc2ccc(F)cc2)nnc1SCC(=O)Nc1nncs1	-3	1	-2	-3	-1	13	11	3	-4	-0.3
COc1ccc(S(=O)(=O)N2CCN(C(=O)c3ccc(NC(C)=O)cc3)CC2)cc1	-3	-2	-11	-6	-4	17	-4	-8	-12	0.2
CN(Cc1ccc(C(F)(F)F)cc1)C(=O)[C@H]1O[C@@H](n2cnc3c(N)ncnc32)[C@H](O)[C@@H]1O	2	-2	-12	-4	-3	-2	-14	-2	7	-0.2
O=c1oc2ccc(Cl)cc2cc1-c1ccccc1	3	-4	-14	3	-7	12	6	-1	4	-0.5
OC(c1cccc(OCc2ccccc2)c1)c1nnc(-c2ccccc2)o1 (stereo not drawn)	-6	-4	-13	3	-2	1	13	-2	-3	0.2
CC(=O)CC(=O)Nc1nc(C)cc(C)n1	-3	-1	-10	1	-6	4	2	3	-1	2.1
CCOC(=O)N1CCN(C(c2cccc(OC)c2)c2sc3nc(C)nn3c2O)CC1 (stereo not drawn)	-5	-2	-1	7	-1	-4	-7	-1	3	0.3
CC(C)(C)NS(=O)(=O)c1ccc2c(c1)oc(=O)c1cc(S(=O)(=O)NC(C)(C)C)ccc12	4	-2	-5	2	-8	8	-1	0	-1	0.3
COc1ccc2c(c1)CC(C1(O)C(=O)N(C)c3ccccc31)C2=O (stereo not drawn)	4	-2	-14	2	-6	-5	5	2	-3	-0.3
Cc1ccccc1N1CCN(CCCCN2C(=O)C3CCCN3C2=O)CC1 (stereo not drawn)	10	3	-3	-8	-1	2	-12	-1	-1	0.8
COCCn1nnnc1C(c1cc2cc(C)ccc2[nH]c1=O)N1CCc2ccccc21 (stereo not drawn)	6	-19	-44	-2	-11	-10	3	1	-3	-0.9

In the list so far, 10 contain an aryl methoxy group.
SMILES	DDE Tn6 FP inh	PLC-gamma1 inh	ADAM10 inh	Tn7 DDE FP	ADAM17 inh	ARFGAP1 inh	ASAP1 inh	LEDGF integ inh	TDP2 inh	KLK7 zymogen act
CCOC(=O)c1cn2nc(Oc3ccc(OC)cc3)ccc2n1	1	0	-5	-2	-1	-5	8	-2	4	0.1
COc1ccc(NC(=O)c2nc(S(=O)(=O)Cc3cccc(C)c3)ncc2Cl)c(OC)c1	3	2	2	4	-4	2	6	3	12	0.1
COc1cccc2cc(S(=O)(=O)c3ccc(C)cc3)/c(=N/NS(=O)(=O)c3ccc(C)cc3)oc12	-5	2	3	5	-1	2	-7	-4	8	0.1
COc1cc(C(C(=O)NC2CCCCC2)N(C(=O)c2snc(C(N)=O)c2N)c2ccc(C)cc2)ccc1O (stereo not drawn)	-7	-55	-171	5	-82	7	2	0	15	-5.5
COc1ccc(-c2nc(NC(=O)c3n[nH]c(=O)c4ccccc34)sc2C)cc1	-1	0	0	-1	0	3	6	-2	1	-0.1
CCN1CCN(C(c2cccs2)C(C)NC(=O)c2ccccc2OC)CC1 (stereo not drawn)	5	1	-7	6	0	-4	-11	0	-6	1.1
COc1ccc2[nH]c3c(=O)n(CCCCC(=O)NCCC(C)C)c(=S)[nH]c3c2c1	-1	1	-31	2	-9	10	9	-3	-4	-0.3
COc1ccc(S(=O)(=O)N2CCN(C(=O)c3ccc(NC(C)=O)cc3)CC2)cc1	-3	-2	-11	-6	-4	17	-4	-8	-12	0.2
CCOC(=O)N1CCN(C(c2cccc(OC)c2)c2sc3nc(C)nn3c2O)CC1 (stereo not drawn)	-5	-2	-1	7	-1	-4	-7	-1	3	0.3
COc1ccc2c(c1)CC(C1(O)C(=O)N(C)c3ccccc31)C2=O (stereo not drawn)	4	-2	-14	2	-6	-5	5	2	-3	-0.3

Entries of single compounds from above.
COc1ccc2[nH]c3c(=O)n(CCCCC(=O)NCCC(C)C)c(=S)[nH]c3c2c1 as listed: DDE Tn6 FP inh = -1; PLC-gamma1 inh = 1; ADAM10 inh = -31; Tn7 DDE FP = 2; ADAM17 inh = -9; ARFGAP1 inh = 10; ASAP1 inh = 9; LEDGF integ inh = -3; TDP2 inh = -4; KLK7 zymogen act = -0.3
CN(Cc1ccc(C(F)(F)F)cc1)C(=O)[C@H]1O[C@@H](n2cnc3c(N)ncnc32)[C@H](O)[C@@H]1O as listed: DDE Tn6 FP inh = 2; PLC-gamma1 inh = -2; ADAM10 inh = -12; Tn7 DDE FP = -4; ADAM17 inh = -3; ARFGAP1 inh = -2; ASAP1 inh = -14; LEDGF integ inh = -2; TDP2 inh = 7; KLK7 zymogen act = -0.2

This is a random part of the collection; 4.2% or so of the library scored in one or more.
